Rab7 wt GTP bind – dog Rab7 wildtype GTP binding, inhibitors and activators; GTP binding activity (percent of control), % at 10 µM; GST-Rab7 beads, fluorescent GTP binding, flow cytometry; actives lie on both sides; untreated = 100%, excess cold GTP = 0%; AID 758; hit rate 0.055% among 190,000;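 active means fluorescent GTP binding to Rab7 beads changed by at least 20 points from the 100% baseline, either direction, mostly lower; inconclusive means compound itself probably fluorescent, or too few beads counted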;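 further: median green fluorescence of bound Bodipy-FL-GTP per Rab7 bead population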
GSH fluor – GSH bead compound fluorescence profile | GSH beads flow cytometry, compound fluorescence 488/530 nm; active compounds read high | fluorescence (KMESF) at 10 µM | hit rate 0.25% among 190,000; in the data active means fluorescence above about 89;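 further: glutathione beads carrying GST-tagged Bcl family fusion proteins plus one bare bead set; values are compound well signal with DMSO vehicle wells as background; inactives centre near 16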
Rac1 act GTP bind – human Rac1 activated mutant GTP binding change; AID 764; GST-Rac1 activated beads, fluorescent GTP binding, flow cytometry; actives lie on both sides; 100% means binding = to untreated wells; percent activity (GTP binding), % at 10 µM; hit rate 0.11% among 190,000; P63000;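 active means GTP binding at least 20 percentage points away from the 100% baseline, in either direction, so actives lie on both sides; inconclusive means Compound likely fluorescent itself, or too few beads counted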
Rac1 wt modul – alters GTP binding to wildtype human Rac1. hit rate 0.27% among 190,000. GST-Rac1 beads, fluorescent GTP binding, flow cytometry; actives lie on both sides; 0 = cold GTP competed, 100 = untreated. GTP binding activity (% of control), % at 10 µM;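 active means GTP binding activity at least 20 points away from the 100% control level, either lower or higher; inconclusive means compound flagged as likely green fluorescent, judged across all proteins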
Pf gametocyte – kills late stage P. falciparum gametocytes. P. falciparum stage V gametocytes, ATP luminescence, 24 h. inhibition, % at 10.9 µM. hit rate 0.065% among 150,000. AID 743093;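 active means inhibition above the mean plus 3 SD of compounds within the control limits, set per campaign, cut at about 38% in these data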;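 further: 0% = DMSO wells and 100% = medium only without gametocytes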
Rab2 wt GTP – changes GTP binding to wildtype dog Rab2A, up or down | GST-Rab2 wt beads, Bodipy-GTP binding, flow cytometry | GTP binding activity, % at 10 µM | hit rate 0.19% among 190,000 | AID 760;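 active means GTP binding activity at least 20 points away from 100%, either lowered or raised; inconclusive means signal likely due to the compound's own green fluorescence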;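 further: 0% = beads with excess unlabeled GTP and 100% = no-compound control corrected for plate trend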
Mcl1 Noxa PPI – Mcl-1/Noxa interaction inhibition; TR-FRET Mcl-1/Noxa peptide binding, 2 h; inhibition, % at 21.7 µM; hit rate 1.5% among 220,000;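 active means compounds that cut the protein-peptide binding signal by more than 50% relative to plate controls in a single-dose test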;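 further: His-tagged Mcl-1 with rhodamine Noxa BH3 peptide and terbium anti-His antibody; 0% = Mcl-1 plus Noxa peptide wells and 100% = peptide-only wells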
Target sequence (Q07820 whole entry, looked up): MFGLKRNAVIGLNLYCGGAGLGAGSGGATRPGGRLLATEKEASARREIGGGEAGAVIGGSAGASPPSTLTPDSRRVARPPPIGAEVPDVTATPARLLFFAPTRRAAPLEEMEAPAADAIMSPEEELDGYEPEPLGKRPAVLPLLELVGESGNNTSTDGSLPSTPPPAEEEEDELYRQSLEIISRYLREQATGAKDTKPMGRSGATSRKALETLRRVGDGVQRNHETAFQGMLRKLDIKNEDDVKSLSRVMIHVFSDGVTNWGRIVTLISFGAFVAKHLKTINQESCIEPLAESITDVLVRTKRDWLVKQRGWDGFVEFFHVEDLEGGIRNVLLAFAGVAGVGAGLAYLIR
HRas wt GTP bind – changes GTP binding to wildtype human HRas; P01112; GST-Ras wt beads, Bodipy-FL-GTP binding, flow cytometry; actives lie on both sides; GTP binding activity, % at 10 µM; hit rate 0.14% among 190,000; AID 759;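 active means GTP binding activity at least 20% away from the 100% baseline, either lowered as inhibitor or raised as activator; inconclusive means flagged as likely green fluorescent, judged across all proteins in the well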;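 further: 0% = unlabeled GTP competition control and 100% = no-compound control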
Target sequence (P01112 whole entry, looked up): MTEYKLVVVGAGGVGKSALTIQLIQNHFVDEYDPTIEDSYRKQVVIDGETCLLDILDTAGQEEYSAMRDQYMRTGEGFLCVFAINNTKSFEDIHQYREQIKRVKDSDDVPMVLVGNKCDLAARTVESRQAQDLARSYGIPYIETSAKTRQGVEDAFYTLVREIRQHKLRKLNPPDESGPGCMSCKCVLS
Cdc42 wt GTP – modulators (inhibitors or activators) of GTP binding to human Cdc42 wildtype. GST-Cdc42 beads, Bodipy-GTP binding, flow cytometry; actives lie on both sides. percent activity (GTP binding), % at 10 µM. hit rate 0.2% among 190,000. AID 761;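 active means percent activity GTP binding at least 20 points away from the 100% baseline, either down as inhibitor or up as activator; inconclusive means compound flagged as likely green fluorescent from well-wide comparison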;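 further: median bead fluorescence of bound Bodipy-FL-GTP at 100 nM; 0% = excess unlabeled GTP control and 100% = no compound control; below 100% means less GTP binding so inhibitor and above means activator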
Target sequence (P60953 whole entry, looked up): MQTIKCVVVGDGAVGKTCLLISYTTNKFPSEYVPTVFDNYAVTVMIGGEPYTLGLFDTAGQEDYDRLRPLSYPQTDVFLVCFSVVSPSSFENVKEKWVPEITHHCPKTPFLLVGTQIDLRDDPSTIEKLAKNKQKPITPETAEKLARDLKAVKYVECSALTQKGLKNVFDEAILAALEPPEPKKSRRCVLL
Avidin bead fluor – compound fluoresces at 488/530 nm on avidin beads. fluorescence (KMESF) at 10 µM. hit rate 0.38% among 220,000. compound fluorescence 488/530 nm, flow cytometry; active compounds read high; in the data active means fluorescence above about 47; further: inactives centre near 10
Mcl1 Bid PPI – disrupts binding of human Mcl-1 to Bid peptide | hit rate 0.97% among 220,000 | Q07820 | inhibition, % at 21.7 µM | AID 1021 | TR-FRET Mcl-1/Bid-Dy647 peptide binding, 1536-well;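 active means compounds that cut the binding signal by more than half at the single screening dose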;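 further: His-tagged Mcl-1 with europium anti-His antibody binding Bid BH3 peptide; 0% = Mcl-1 plus peptide wells and 100% = peptide-only wells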
The depositor's hits bear a star; ? = inconclusive; . = no result given. No enrichment for hits. About 3% of those tested had a hit in this group.

Sequence of screens: Cdc42 wt GTP	Mcl1 Noxa PPI	Mcl1 Bid PPI	Rac1 wt modul	Avidin bead fluor	HRas wt GTP bind	Rab7 wt GTP bind	GSH fluor	Rab2 wt GTP	Pf gametocyte	Rac1 act GTP bind
1. CCn1c(=O)c(NC(=O)c2ccccc2)c2n(c1=S)CCCCC2
  104	-3	-47	101	9	101	96	66	103	-13	100
2. CN(C)CCNC(=O)c1ccc(Sc2ccc(Br)cc2)c([N+](=O)[O-])c1
  98	8	3	101	12	95	93	15	95	-21	97
3. COc1ccc(NC(=O)CSc2ncccc2C(=O)OC(C)C)cc1OC
  ?	18	-5	?	0	?	?	47	?	6	?
4. O=C(Cc1cccs1)N/N=C/C(Br)=C/c1ccccc1
  104	6	-3	109	12	102	101	31	101	-13	104
5. CN([C@@H](Cc1ccc(OS(=O)(=O)c2cccc3cnccc23)cc1)C(=O)N1CCN(c2ccccc2)CC1)S(=O)(=O)c1cccc2cnccc12
  101	1	-4	101	8	101	97	20	100	.	100
6. COc1ccccc1N1CCN(C(=O)c2ccc(Cl)c(S(=O)(=O)NCc3ccco3)c2)CC1
  91	9	-15	93	26	81	82	23	91	.	89
7. Cc1ncc(S(=O)(=O)c2ccccc2)c(-c2ccc(Cl)cc2Cl)n1
  97	2	-9	100	18	97	97	23	100	.	100
8. O=C(CN1CCC(n2nnc3cc(C(F)(F)F)ccc32)CC1)Nc1ccc2c(c1)OCCO2
  103	7	-29	103	5	103	101	27	100	.	100
9. CC(=O)/C(=N\Nc1ccc(Cl)cc1Cl)Sc1nnc(-c2ccccc2)n1-c1ccccc1
  98	26	-8	100	6	98	101	11	98	-9	95
10. N#Cc1sc(NCc2ccccc2)nc1Cl
  94	2	-15	96	10	96	96	26	97	-19	95
11. CC(C)CCNC(=O)COC(=O)/C=C/c1ccc2ccccc2n1
  97	8	-22	94	9	95	95	19	94	.	93
12. COc1ccc(CNC(=S)Nc2cccc(C)c2C)cc1
  102	1	-4	103	13	102	99	29	101	.	99
13. Cc1ccc(NC(=O)CN2C(=O)S/C(=C\c3ccc(-c4cccc(C(=O)O)c4C)o3)C2=O)cc1
  95	12	-17	98	4	96	95	15	95	.	94
14. O=C(COC(=O)c1cccc(S(=O)(=O)N2CCN(c3ccc(F)cc3)CC2)c1)NCC1CCCO1 (stereo not given)
  97	7	-29	97	19	96	94	19	95	-19	95
15. COC(=O)c1ccc(NS(=O)(=O)c2ccc3c(c2)oc(=O)n3C)cc1
  99	19	-11	105	9	98	96	22	100	.	98
16. Cc1cc(C)cc(NC(=O)CCNS(=O)(=O)c2ccc3c(c2)oc(=O)n3C)c1
  99	-5	17	103	35	99	98	26	99	.	98
17. Cc1cc(C2C(C#N)=C(N)OC3=C2C(=O)CC(C)(C)C3)c(C)s1 (stereo not given)
  103	10	-32	104	20	105	102	11	102	.	102
18. O=C(COC(=O)c1cc(-c2cccs2)nn1-c1ccccc1)Nc1ccc(F)c([N+](=O)[O-])c1
  101	5	-3	104	10	102	101	9	102	-11	100
19. COc1ccc(-n2nc(C(=O)NCC(=O)NCC3CCCO3)c3ccccc3c2=O)cc1 (stereo not given)
  97	.	-5	94	10	94	92	28	92	21	94
20. COc1ccc(-c2nc(CSCC(=O)NCc3ccc4c(c3)OCO4)c(C)o2)cc1OC
  103	3	-22	106	7	102	102	18	102	.	101
21. C1CNCCOCCNCCN1
  110	-73	-43	107	16	105	104	14	106	.	102
22. COc1ccc(CNC(=O)C(C#N)c2nc3ccccc3nc2N2CCCC2)cc1 (stereo not given)
  99	-12	-5	97	37	99	100	13	98	.	97
23. CCC1CCCCN1C(=O)CSc1nc2c(cnn2-c2ccc(C)cc2)c(=O)[nH]1 (stereo not given)
  98	-15	7	103	8	101	100	20	97	.	97
24. Cc1cc(C)nc(N2N=C(c3ccccc3)CC2=O)n1
  99	-29	-68	101	14	97	102	14	96	4	97
25. O=C(CCN1C(=O)c2ccccc2C1=O)OCN1C(=O)c2ccccc2C1=O
  98	1	2	101	6	98	100	40	97	-2	97
26. C=CCSc1nnc(C)n1-c1ccc(Cl)cc1
  101	3	-3	98	13	101	100	34	98	.	91
27. CCN(CCCNC(=O)COc1cc(=O)n(CC)c2ccccc12)Cc1ccccc1
  97	24	6	94	15	96	96	34	98	.	95
28. Cc1ccccc1NC(=S)N(Cc1cccs1)C1CCCC1
  96	0	-53	96	11	97	93	10	97	-6	96
29. CCOc1ccccc1NC(=O)C1CCC(CNc2c(N3CCOCC3)c(=O)c2=O)CC1 (stereo not given)
  100	-5	-23	104	8	102	100	18	100	.	99
30. Cc1noc(NC(=O)c2ccc(F)cc2)c1C#N
  100	12	17	101	33	101	97	11	100	9	98
31. CCOc1ccc(N(CC(=O)Nc2nccs2)S(=O)(=O)c2c(C)noc2C)cc1
  102	10	-17	103	7	100	100	22	99	.	98
32. CCOc1cc(NC(=O)c2cccs2)c(OCC)cc1NC(=O)CCC(=O)NCC1CCCO1 (stereo not given)
  95	8	-14	94	9	96	100	18	95	4	92
33. O=C(Nc1ccc(F)cc1F)N1CCN(c2ncccn2)CC1
  102	-10	-8	103	7	101	101	23	102	.	99
34. COc1cccc(CN2C(=O)CCC2(C)C(=O)NC2CCCCC2)c1 (stereo not given)
  103	13	-11	106	10	101	101	19	101	.	101
35. Nc1ccccc1Nc1cc(-c2ccccc2)nn1-c1ccccc1
  101	25	-59	104	8	98	96	17	98	6	99
36. COc1ccc(/C=N/N=C2/NC(=O)C(CC(=O)O)S2)cc1OCc1ccccc1Cl (stereo not given)
  100	23	-28	98	12	96	97	9	96	.	97
37. CCC(=O)NC(=S)Nc1cccc(NC(=O)c2ccco2)c1
  ?	-7	-46	?	14	?	?	19	?	-14	?
38. Cc1cc(C)c(C)c(OCCOCCN2CCN(C)CC2)c1
  103	18	-22	106	5	104	107	12	103	.	102
39. O=C(NC1CCCCC1)N1CCc2[nH]c3ccccc3c2C1
  102	-13	-16	104	10	101	103	11	102	-5	99
40. O=C(Oc1ccc(OC(=O)C2CCC2)cc1)C1CCC1
  97	1	-54	102	4	100	94	5	98	-11	100
41. S=C(c1cn(Cc2ccc(Br)cc2)c2ccccc12)N1CCOCC1
  96	8	-51	102	6	99	97	8	98	-19	96
42. Cc1ccc(C)c(NC(=O)CS(=O)(=O)c2c[nH]c3ccccc23)c1
  105	13	-8	108	10	102	106	11	103	.	99
43. Cc1cc(N2CCOCC2)nc(C(C)C)n1
  93	13	7	103	9	96	99	12	101	6	93
44. Cc1cc(Nc2ccc(N3CCC(C)CC3)cc2)n2ncnc2n1
  101	33	39	100	7	100	101	30	100	14	97
45. COC(=O)c1ccc(NC(=S)N(Cc2cccnc2)Cc2ccco2)cc1
  95	8	-28	100	5	99	106	21	100	-15	97
46. COC(=O)c1cc(NC(=O)c2c(F)c(F)c(F)c(F)c2F)cc(C(=O)OC)c1
  100	13	2	101	16	99	98	11	98	8	100
47. CN(C)/C=N/C(=S)Nc1ccccc1
  104	14	-26	100	8	98	97	22	102	23	101
48. C=CCSC1=N/C(=C\c2sccc2C)C(=O)S1
  100	6	-19	100	12	99	100	25	97	7	97
49. Cc1cc2nc(C)n3c4ccccc4nc3n2n1
  102	14	-17	100	13	100	95	19	101	.	98
50. OC(Cn1ccnc1)c1ccc(Cl)cc1Cl (stereo not given)
  102	18	6	104	6	100	100	17	102	.	101
51. CC(C)C(NC(=O)COc1ccc2ccccc2c1)C(=O)N/N=C/C=C/c1ccccc1 (stereo not given)
  102	38	-13	101	14	101	98	20	100	.	98
52. Nc1c(C(=O)Nc2ccc(S(=O)(=O)N3CCCC3)cc2)sc2nc3ccc(OC(F)(F)F)cc3cc12
  107	17	-38	106	14	104	105	15	108	.	105
53. O=C(O)C1CCCCC1C(=O)NCc1cn2ccccc2n1 (stereo not given)
  100	8	-38	102	7	102	102	23	101	.	98
54. CON(C)c1nc(OCCNC(=O)OCc2ccc(Cl)cc2Cl)nc(N(C)C)n1
  105	10	-15	106	9	103	101	4	100	-3	101
55. CSCC[C@H](NC(=O)COc1ccc(Cl)cc1)c1nc2ccccc2[nH]1
  101	-2	-79	104	14	101	102	18	101	-7	99
56. COc1ccc(CNC(=O)c2cc3c(=O)[nH]c4ccccc4c3n2C)cc1
  94	5	-20	96	12	93	94	10	94	16	96

Screening results deposited in PubChem BioAssay by several laboratories.
